# Bioassay records (PubChem BioAssay)
# TRPC6 activator: activates the mouse TRPC6 cation channel | Q61143 | HEK293-TRPC6 membrane potential dye fluorescence; active compounds read high | B-score at 10 µM | hit rate 0.13% among 310,000;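 active = B-score of the integrated fluorescence ratio above library mean plus 3 SD, and starting fluorescence ratio within library mean plus 5 SD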;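 note: higher score means more depolarization so channel activation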
# PolyA inh: blocks polyadenylation in yeast reporter cells; S. cerevisiae SKY197-pL101 polyadenylation reporter, beta-gal luminescence; efflux-impaired pdr1/pdr3 knockout yeast; score 100 = 6 SD above DMSO; calls only at 12 µM; hit rate 0.02% among 300,000; AID 1875;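 active = lowest replicate activity score at least 50, where 100 means six control SD above control mean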;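 note: yeast exposed to compound for 9 h at 30 °C; higher score means more reporter readthrough which indicates perturbed polyadenylation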
# MrgX1 antag: human MrgX1 receptor antagonism, primary screen. B-score at 10 µM. AID 588676. Q96LB2. hit rate 1.3% among 310,000. MRGX1-HEK293 calcium flux, Fluo-4, BAM8-22 antagonism; active compounds read low;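 active = calcium-response B-score plate-corrected more than 3 library SD below zero, starting fluorescence within 5 deviations, no agonist response on first addition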;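 note: peak minus trough fluorescence over baseline after final BAM8-22 challenge near maximal dose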
# AI-2 QS modul: Vibrio harveyi AI-2 quorum sensing modulation; Vibrio harveyi JMH597 AI-2 luminescence/OD600 ratio, 9 h; active compounds read low; strain lacks LuxN and CqsS sensors; 0 = neutral-control median; activity change, % at 7.5 µM; hit rate 0.4% among 300,000; in the data active = activity change below about -75%, passing the limit was not always enough;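 note: luminescence divided by OD600 gain over 9 h not by final OD600 alone; inactives centre near 13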
# TRPC4 agonist: TRPC4 (mouse) channel activation; Q9QUQ5; HEK293 TRPC4beta/mu-opioid, Fluo4 calcium fluorescence; active compounds read high; B-score at 10 µM; hit rate 0.49% among 310,000; AID 2237;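 active = B-score above 5 SD of library B-scores, and initial fluorescence ratio not above library mean plus 5 SD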;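 note: positive B-score marks a calcium rise read as TRPC4 activation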
# Target sequence (Q9QUQ5 whole entry, looked up): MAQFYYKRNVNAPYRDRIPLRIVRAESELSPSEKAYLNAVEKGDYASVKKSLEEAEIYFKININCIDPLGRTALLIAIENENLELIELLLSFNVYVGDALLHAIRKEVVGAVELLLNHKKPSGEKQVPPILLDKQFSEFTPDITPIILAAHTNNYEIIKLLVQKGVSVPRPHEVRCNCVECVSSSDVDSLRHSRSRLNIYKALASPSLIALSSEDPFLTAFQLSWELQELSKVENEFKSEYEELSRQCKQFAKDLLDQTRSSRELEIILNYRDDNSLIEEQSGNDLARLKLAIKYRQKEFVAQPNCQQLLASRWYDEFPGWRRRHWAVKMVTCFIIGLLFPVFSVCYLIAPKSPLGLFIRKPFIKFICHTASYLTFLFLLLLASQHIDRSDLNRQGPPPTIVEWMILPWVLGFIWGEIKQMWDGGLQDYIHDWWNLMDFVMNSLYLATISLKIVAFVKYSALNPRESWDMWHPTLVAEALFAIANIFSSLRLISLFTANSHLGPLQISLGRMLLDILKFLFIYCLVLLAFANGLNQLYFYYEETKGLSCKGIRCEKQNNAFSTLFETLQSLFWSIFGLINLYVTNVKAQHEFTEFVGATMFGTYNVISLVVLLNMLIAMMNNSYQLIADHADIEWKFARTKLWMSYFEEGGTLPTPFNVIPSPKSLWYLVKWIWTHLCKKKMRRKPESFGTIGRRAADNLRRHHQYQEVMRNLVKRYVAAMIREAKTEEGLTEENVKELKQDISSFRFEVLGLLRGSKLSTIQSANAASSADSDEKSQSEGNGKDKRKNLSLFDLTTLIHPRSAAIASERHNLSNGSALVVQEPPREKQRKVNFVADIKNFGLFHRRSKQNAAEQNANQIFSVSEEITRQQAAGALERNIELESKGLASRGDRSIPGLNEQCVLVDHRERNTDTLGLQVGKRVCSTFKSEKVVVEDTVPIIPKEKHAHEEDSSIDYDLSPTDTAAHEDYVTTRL
#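 system = HEK293 cells stably co-expressing mouse TRPC4beta and mu-opioid receptor | schedule = Fluo4 dye loading 45 min at room temperature, 110 s recording | measure = B-scored integrated calcium fluorescence ratio | signal = Fluo4 calcium-sensitive dye fluorescence, kinetic, 1 Hz baseline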
# TRPC4 potent: allosterically enhances the mouse TRPC4 cation channel; Q9QUQ5; B-score at 10 µM; hit rate 0.42% among 310,000; HEK293 TRPC4beta/mu-opioid, DAMGO EC20, Fluo-4 Ca2+ flux; active compounds read high;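 active = B-score of calcium response area above 5 SD of library B-scores, with initial fluorescence ratio within 5 SD of library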;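 note: B-score of integrated fluorescence ratio over time as area under calcium response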
# MrgX1 allo act: allosterically activates human MrgX1 receptor signaling; MrgX1-HEK293, Fluo-4 calcium flux, FDSS; active compounds read high; B-score at 10 µM; hit rate 0.63% among 310,000; AID 588675;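 active = plate-corrected calcium response at least 3 library SD above typical, normal starting fluorescence, not activating the receptor alone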;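 note: compound read alongside a low EC10 to EC30 dose of BAM8-22 agonist; peak minus trough fluorescence over baseline measured at the second addition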
# MrgX1 agonist: human MrgX1 receptor agonism, primary screen; hit rate 0.44% among 310,000; B-score at 10 µM; MrgX1-HEK293 cells, Fluo-4 calcium fluorescence, agonist mode; active compounds read high;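 active = calcium response B-score plate-corrected fluorescence ratio at least 3 library SD, with starting fluorescence B-score inside 5 SD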
#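 System: HEK293 cells stably expressing human MrgX1 receptor; Dosing: test compound in the initial addition of three; Schedule: overnight plating, then 30 min 37 °C plus 30 min room-temperature dye loading; Detection: kinetic calcium dye fluorescence, Fluo-4 NW; Controls: per-plate positive and negative controls for Z′ factor.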
# TRPC4 inh: TRPC4 (mouse) channel inhibition | B-score at 10 µM | Q9QUQ5 | AID 2247 | hit rate 0.39% among 300,000 | HEK293 TRPC4beta/mu-opioid, DAMGO-evoked Fluo4 calcium flux; active compounds read low;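 active = B-score over 3 SD under the library average, no early fluorescence shift, positive overall ratio signal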
#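 System: stable TRPC4beta/mu-opioid receptor HEK293 cells; Dosing: single-point compound dosing; Measured by: Fluo4 Ca2+ flux fluorescence; Read-out basis: per-well B score of integrated baseline-normalized Fluo4 ratio.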
# TRPC6 inh: blocks the mouse TRPC6 cation channel; Q61143; HEK293-TRPC6, membrane potential dye, ACh-evoked depolarization; active compounds read low; B-score at 10 µM; hit rate 1.1% among 310,000;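 active = B-score under library mean minus 3 SD, initial fluorescence not abnormally high, positive integrated signal ratio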;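 note: B-score derived from integrated fluorescence ratio over the kinetic read; more negative B-score means stronger inhibition of depolarization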
# HIF act: HIF pathway transcriptional activation; U2OS HRE-luciferase reporter, luminescence; normalized: DMSO 0%, desferrioxamine 100%; activation, % at 7.5 µM (by protocol); hit rate 0.32% among 300,000;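 active = mean activation of at least 10% of the iron chelator positive control signal, with at least half of replicates also reaching 10%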
# * hit, by the source's call; i = inactive; nt = not tested or not shown. The list is partial; the hit share may differ from the screen's.
SMILES,TRPC6 activator,PolyA inh,MrgX1 antag,AI-2 QS modul,TRPC4 agonist,TRPC4 potent,MrgX1 allo act,MrgX1 agonist,TRPC4 inh,TRPC6 inh,HIF act
C/C(=N/NS(=O)(=O)c1ccc(C)cc1)c1cccc(NC(=O)c2cccc(Cl)c2)c1,i,nt,i,27,i,i,i,i,i,i,1.0
COc1cccc(NC(=O)[C@H](C)NC(=O)N2CCn3c2nc2ccccc23)c1,i,i,i,3,i,i,i,i,i,i,-0.1
O=C(Nc1ccc(CCC(=O)N2CCCC2)cc1)c1ncn[nH]1,i,i,i,7,i,i,i,i,i,i,-0.3
COc1ccc(C(=O)CSc2cc(C)[nH]c(=O)n2)cc1,i,nt,i,16,i,i,i,i,i,i,2.8
CCN(CC)S(=O)(=O)c1ccc(-n2cnc3cc(C)c(C)cc32)nc1,i,i,i,nt,i,i,i,i,i,i,0.2
CC1=CC(c2ccc(Cl)cc2)n2nc(NC(=O)CCCC(=O)O)nc2N1 (stereo not given),i,i,i,10,i,i,i,i,i,i,0.1
Cc1c(NC(=O)C(C)Sc2ncnc3ccccc23)c(=O)n(-c2ccccc2)n1C (stereo not given),i,i,i,14,i,i,i,i,i,i,0.0
Cc1cccc(/C(N)=N/OC(=O)c2ccncc2)c1,i,i,i,6,i,i,i,i,i,i,2.6
CC(C)n1c(SCC(=O)Nc2ccccc2)nc2c1c(=O)[nH]c(=O)n2C,i,i,i,15,i,i,i,i,i,i,-1.7
CN(CC(=O)Nc1cccc(F)c1)C(=O)CCNC(=O)c1ccco1,i,i,i,-1,i,i,i,i,i,i,-0.7
Cc1occc1-c1n[nH]c(=S)n1C,i,i,i,32,i,i,i,i,i,i,0.0
CCOC(=O)CSc1nnc(NC(=O)NC(C)C)s1,i,i,i,11,i,i,i,i,i,i,-0.4
O=C(O)CC(CC(=O)N1CCOCC1)c1ccccc1 (stereo not given),i,i,i,-5,i,i,i,i,i,i,-1.4
CCCS(=O)(=O)c1c(S(=O)(=O)CCC)c2c(C(N)=O)cccn2c1C(=O)c1ccc(F)cc1,i,i,i,12,i,i,i,i,i,i,-1.3
Cc1ccccc1Cn1c(=N)n(CC(=O)c2ccco2)c2ccccc21,i,i,i,36,i,i,i,i,i,i,0.0
CCCCCNC(=O)c1ccccc1SC,i,i,i,-2,i,i,i,i,i,i,0.1
CC1CC(C)CN(CCCNC(=O)C2CCCN(S(=O)(=O)N3CC(C)CC(C)C3)C2)C1 (stereo not given),i,i,i,16,i,i,i,i,i,i,0.1
COC(=O)C(NC(=O)c1ccccc1)(Nc1cc(C)cc(C)n1)C(F)(F)F (stereo not given),i,i,i,1,i,i,i,i,i,i,-0.4
O=C1CN(C(=O)c2cnccn2)c2ccccc2N1,i,i,i,17,i,i,i,i,i,i,-0.2
COc1ccc(Cl)cc1NC(=O)COc1ccc(S(=O)(=O)N2CCOCC2)cc1C,i,i,i,nt,i,i,i,i,i,i,-1.2
COc1cc(/C=C/C(=O)OCC(=O)NCCc2ccccc2)ccc1OC(F)F,i,i,i,12,i,i,i,i,i,i,-0.1
O=C(/C=C/c1ccco1)Nc1cccc(C(=O)Nc2ccccc2C(=O)O)c1,i,i,i,10,i,i,i,i,i,i,-0.1
Cc1ccc(S(=O)(=O)c2nc(Nc3ccccc3C#N)sc2Cl)cc1,i,nt,i,8,i,i,i,i,i,i,1.1
CCCNC(=O)NCCc1ccncc1,i,i,i,33,i,i,i,i,i,i,-0.3
COCCN(C(=O)COC(=O)c1cccnc1SC)c1c(N)n(Cc2ccccc2)c(=O)[nH]c1=O,i,i,i,1,i,i,i,i,i,i,0.1
Cn1nc(Oc2ncc(C(F)(F)F)cc2Cl)cc1C(F)(F)F,i,i,i,7,i,i,i,i,i,i,0.5
COc1ccc([N+](=O)[O-])cc1N(CC(=O)Nc1ccccc1C(=O)NC(C)C)S(C)(=O)=O,i,i,i,19,i,i,i,i,i,i,0.0
Cc1ccccc1N/N=C1\CCCNC1=O,i,i,i,8,i,i,i,i,i,i,0.5
CC(C)c1ccccc1NC(=O)COC(=O)Cc1c[nH]c2ccccc12,i,i,-19*,11,i,i,i,i,i,i,0.0
CC(C)c1ccc(N(CC(=O)NC2CCCC2)C(=O)CCC(=O)Nc2ccccn2)cc1,i,i,i,32,i,i,i,i,i,i,1.5
COc1ccc(/C(O)=C2/C(=O)C(=O)N(CCCN(C)C)C2c2ccc(C)o2)cc1Cl (stereo not given),i,i,nt,19,i,i,nt,nt,i,i,-32
O=C(c1ccc(Br)o1)N1CCN(CCOc2ccccc2)CC1,i,i,i,38,i,i,i,i,i,i,-0.8
O=[N+]([O-])c1ccc(Oc2c(F)c(F)nc(N3CCCC3)c2F)cc1,i,i,i,12,i,i,i,i,i,i,-0.3
CN(C)c1cccc(C(=O)NCc2ccc3c(c2)OCO3)c1,i,i,i,24,i,i,i,i,i,i,1.9
O=[N+]([O-])c1cc(C2Nc3cccc4cccc(c34)N2)ccc1Cl,i,i,i,11,i,i,i,i,i,i,-0.7
Cc1cccc(COCC(CC(C)C)N2CCN(C(=O)c3ccc(C(C)(C)C)cc3)CCC2=O)c1 (stereo not given),i,i,i,30,i,i,i,i,i,i,-0.8

# Copied from the list.
# Cn1nc(Oc2ncc(C(F)(F)F)cc2Cl)cc1C(F)(F)F in HIF act is entered as 0.5
# COc1ccc([N+](=O)[O-])cc1N(CC(=O)Nc1ccccc1C(=O)NC(C)C)S(C)(=O)=O in HIF act is entered as 0.0
# CC(C)c1ccc(N(CC(=O)NC2CCCC2)C(=O)CCC(=O)Nc2ccccn2)cc1 in HIF act is entered as 1.5

# Continuation:
SMILES,TRPC6 activator,PolyA inh,MrgX1 antag,AI-2 QS modul,TRPC4 agonist,TRPC4 potent,MrgX1 allo act,MrgX1 agonist,TRPC4 inh,TRPC6 inh,HIF act
C=CCNS(=O)(=O)c1ccc(OC)c(C)c1,i,i,i,-3,i,i,i,i,i,i,-0.1
C=CCNC(=S)Nc1sc2c(c1C(N)=O)CCCC2,i,i,i,-4,i,i,i,i,i,i,0.9
O=C(Nc1cccc(C(F)(F)F)c1)C1CCN(S(=O)(=O)c2cccnc2)CC1,i,i,i,-83*,i,i,i,i,i,i,0.2
CCN(CC(=O)NCc1cccs1)C(=O)c1cccc(S(=O)(=O)NCc2ccccc2)c1,i,i,i,3,i,i,i,i,i,i,-0.2
O=C(N/N=C\c1cccc(Cl)c1)c1ccc(Cn2cc(Br)c([N+](=O)[O-])n2)o1,i,i,i,27,i,i,i,i,i,i,-24
C=C1CCN([C@@H](Cc2ccccc2)C(=O)NCCC(C)C)S(=O)(=O)c2ccccc21,i,i,i,22,i,i,i,i,i,i,-0.2
COC(=O)C(Cc1ccccc1)NC(=O)CNC(=O)c1ccc(Br)cc1 (stereo not given),i,i,i,8,i,i,i,i,i,i,-5.5
O=C(c1ccc(CS(=O)Cc2ccc(Cl)cc2)o1)N1CCN(c2ccc(F)cc2)CC1 (stereo not given),i,i,i,12,i,i,i,i,i,i,-0.1
COCCN(C(=O)Cn1nnc2ccccc21)C(C(=O)NC1CCCC1)c1cccc(OC)c1OC (stereo not given),i,i,i,9,i,i,i,i,i,i,0.0
CCn1c2ccccc2c2nnc(SCC(=O)N3CC(C)OC(C)C3)nc21 (stereo not given),i,i,i,13,i,i,i,i,i,i,0.0
Cc1cc(C)c(C(=O)C(C)OC(=O)c2ccc(Cl)nc2)cc1C (stereo not given),i,i,i,20,i,i,i,i,i,i,0.1
Cc1cccc(Oc2ccc(NC(=O)C3CC=CCC3C(=O)O)cc2)c1 (stereo not given),i,i,i,21,i,i,i,i,i,i,-0.4
O=C(/C=C/c1ccc(N2CCCCC2)c([N+](=O)[O-])c1)c1ccc(O)cc1,i,i,i,38,i,i,i,i,i,i,8.2
Cc1ccc(-n2nc(-c3ccco3)cc2C(=O)O)c(C)c1,i,i,nt,1,i,i,nt,nt,i,i,-1.1
Cc1ccc(-c2c(C(=O)N/N=C/c3cccs3)nnn2-c2nonc2N)cc1,i,i,i,10,i,i,i,i,i,i,1.0
Cc1ccc(Cl)cc1NC(=O)c1ccccc1OCC(=O)N1CCOCC1,i,i,i,14,i,i,i,i,i,i,-0.5
CCSc1nc(=S)n(-c2ccccc2)c(C)c1C(C)=O,i,i,i,-1,i,i,i,i,i,i,0.1
Cc1cc(C)cc(C(=O)Nc2ccc3[nH]c(=O)[nH]c3c2)c1,i,i,i,26,i,i,i,i,i,i,-0.3
O=C(c1ccncc1)N(Cc1ccccc1)Cc1nc2ccccc2c(=O)[nH]1,i,i,i,2,i,i,i,i,i,i,0.3
O=C(NCC1CCCO1)c1cc2c([nH]c3ccccc32)c(-c2ccc(F)cc2)n1 (stereo not given),i,i,i,41,i,i,i,i,i,i,-0.3
CC(Cc1ccccc1)N/C=C1/CC(=O)NC1=O (stereo not given),i,i,i,15,i,i,i,i,i,i,0.0
CCOC(=O)c1ccccc1NC(=O)COC(=O)c1ccc(C)c(S(=O)(=O)N2CCOCC2)c1,i,i,i,38,i,i,i,i,i,i,0.0
Cc1ccccc1CNC(=O)CCC(=O)N1Cc2ccccc2Oc2ncccc21,i,i,i,26,i,i,i,i,i,i,0.5
O=C(c1ccc([N+](=O)[O-])cc1)n1nc(-c2ccccc2)nc1NCc1ccc(F)cc1,i,i,i,-9,i,i,i,i,i,i,1.7
CN1C(=O)N(C)C(NC(=O)Nc2ccccc2)C1NC(=O)Nc1ccccc1 (stereo not given),i,i,i,13,i,i,i,i,i,i,0.4
O=C(O)/C=C/C(=O)NCC1CCC(CNC(=O)/C=C/C(=O)O)CC1 (stereo not given),i,i,i,20,i,i,i,i,i,i,-0.2
COc1ccccc1CNC(=O)CNC(=O)[C@@H]1Cc2ccccc2CN1,i,i,i,-4,i,i,i,i,i,i,-0.6
CCN(CC)CC(=O)Nc1cccc2c1C(=O)c1ccccc1C2=O,i,i,i,42,i,i,i,i,i,i,0.0
O=C(NCC1CCCO1)C1CCN(C2CCN(CCCC3CCCC3)CC2)CC1 (stereo not given),i,i,i,15,i,i,i,i,i,i,0.3
